FAS-TE inh: blocks the thioesterase domain of human fatty acid synthase. P49327. recombinant FAS-TE, OMFH fluorogenic substrate, fluorescence endpoint. inhibition, % at 15 µM. 0.67% of 360,000 active;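 active = compounds whose normalised, plate-corrected inhibition of enzyme fluorescence in the single-dose primary screen is 50% or more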;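 also: 0% = DMSO with enzyme and 100% = substrate without enzyme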
NRP1-CendR mod: NRP-1/CendR interaction modulation | 0.85% of 360,000 active | FAM-RPARPAR peptide binding to NRP-1, fluorescence polarization | inhibition, % at 25 µM;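 active = inhibition or corrected inhibition above about 18%, plus a signal ratio from 0.5 to 1.5, limit read from the data, passing the limit was not always enough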; also: strong numbers were not always called active
MsrA inhibitor: inhibits bovine methionine sulfoxide reductase A. purified bovine MsrA, absorbance read-out. inhibition, % at 15.5 µM. 0.75% of 360,000 active; in the data active = inhibition above about 4.5%;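 also: 0% = vehicle wells with enzyme and 100% = reference inhibitor wells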
Rin1 Abl inh: blocks binding of human Rin1 to Abl; P00519+Q13671; TR-FRET Rin1/Abl binding, biochemical; inhibition, % at 7.35 µM; 0.4% of 360,000 active; AID 588664; in the data active = inhibition above about 5%, passing the limit was not always enough
bovine MsrA act: activators of bovine methionine sulfoxide reductase A. purified bovine MsrA, absorbance read-out. activation, % at 10.6 µM. 0.3% of 360,000 active. AID 602163; in the data active = activation above about 7.5%;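 also: 0% = vehicle and 100% = reference activator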
SKN-1 inh: inhibitors of C. elegans SKN-1. C. elegans VP596 Pgst-4::GFP/RFP ratio, acrylamide-induced, 24 h. inhibition, % at 21.8 µM. 0.49% of 360,000 active;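 active = interference check ratio from 0.5 to 1.5 plus GFP to RFP signal ratio inhibition reaching or exceeding a fixed threshold, cut at about 30% in these data, passing the limit was not always enough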; also: some compounds called inactive have numbers as strong as hits
E coli Lon inh: inhibitors of E. coli Lon protease. purified E. coli Lon protease, fluorescence polarization. 0.42% of 360,000 active. inhibition, % at 7.94 µM; in the data active = inhibition above about 13%, passing the limit was not always enough;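 also: 0% = enzyme with probe and DMSO and 100% = no enzyme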
Neddyl block: inhibitors of human cullin neddylation; P61081+Q13564; TR-FRET cullin neddylation, biochemical; calls only at 25 µM; 0.58% of 360,000 active; AID 651699; in the data active = inhibition above about 36%
MT1-MMP act inh: MT1-MMP (human) activation inhibition; GFP/RFP ratio change, % at 20 µM; HT1080 RFP-PRO-GFP cells, GFP/RFP ratio fluorescence, overnight; percent of plate control window, DMSO zero; 0.061% of 360,000 active; P50281;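 active = GFP/RFP ratio change of at least 30% with cell ATP level not reduced by more than half and red fluorescence within 50% of control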; also: strong numbers were not always called active
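Material: RFP-PRO-GFP reporter HT1080 cells. Dosing: single-point 20 µM compound, 1% DMSO. Controls: DMSO and RFP-L50D-GFP cell wells. Timing: cells overnight before dosing, compound overnight, 37 °C, 5% CO2. Measure: GFP/RFP fluorescence ratio.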
Starred values were filed as active, the others as inactive; i = inactive; nt = not tested or not shown; + = active, no number.

Order of values: FAS-TE inh	NRP1-CendR mod	MsrA inhibitor	Rin1 Abl inh	bovine MsrA act	SKN-1 inh	E coli Lon inh	Neddyl block	MT1-MMP act inh
- Cc1ccc(N2C(=O)C3C=NNC3C2=O)cc1 (configuration not stated)
→ -4	-1	-0.9	0	-1	5	-12	i	-6
- COc1ccc(OCCCN2CCCC(C)C2)cc1 (configuration not stated)
→ -8	2	1.3	-1	-3	-5	5	i	4
- COc1cccc(OCc2cc(C(=O)N(Cc3ccccc3)CC3CC3)no2)c1
→ 30	12	0.1	3	-3	14	3	i	1
- O=C(NNS(=O)(=O)c1ccccc1)c1ccc(F)cc1
→ -6	-22	-0.1	1	-2	-5	4	i	-2
- CC(C)N1CCC(NC(=O)Nc2ccc3c(c2)OCO3)CC1
→ -6	-12	-0.1	4	-3	6	1	i	5
- CCN(CC(=O)Nc1c(F)cccc1F)C(=O)/C=C/c1ccc(S(=O)(=O)N2CCCCCC2)cc1
→ 0	2	-0.9	1	-8	-2	7	i	-4
- O=C1[C@H]2[C@@H](c3ccc(F)cc3)N3C(=O)N(c4cccc(F)c4)C(=O)[C@@]3(Cc3ccc(Cl)cc3)[C@H]2C(=O)N1C1CCCCC1
→ 71*	13	-0.1	1	-3	7	-10	i	-5
- CCc1ccccc1Nc1nc(N)nc(CSc2nnc3ccccn23)n1
→ 0	2	-0.4	-2	-9	-11	62*	i	0
- NS(=O)(=O)c1ccc(CCNC(=O)CSc2nc3ccsc3c(=O)n2C2CC2)cc1
→ -7	8	0.4	-6	-1	-20	2	i	-2
- O=C(CSc1nc2cc(S(=O)(=O)N3CCOCC3)ccc2o1)NC1CCCc2ccccc21 (configuration not stated)
→ -8	-7	0.8	-1	1	11	2	i	1
- CN(CCN(C)C(=O)c1[nH]cnc1C(=O)Nc1ccccc1)C(=O)c1[nH]cnc1C(=O)Nc1ccccc1
→ -4	-7	0.3	1	-3	6	-8	i	2
- COc1ccc(C(=O)N/C(=C\c2ccccc2)C(=O)NC(CCSC)C(=O)O)cc1 (configuration not stated)
→ -7	2	-0.7	2	-5	-14	-8	i	3
- CC(NCc1cccc(S(=O)(=O)N(C)C)c1)c1ccc(F)cc1 (configuration not stated)
→ -3	6	0.2	1	-3	-5	-1	i	6
- CC1CN=C(N(C(=O)Nc2ccccc2)C(C)C)S1 (configuration not stated)
→ 0	-5	-0.2	-2	0	17	13	i	-1
- COc1ccc(Nc2nnc(SCc3cc(=O)n4ccsc4n3)s2)cc1
→ -4	-8	3.8	-6	-1	2	15	i	-21
- CCOC(=O)C1=C(C)NC(C)=C(C(=O)OCC)C1C(=O)OCC(=O)N(C)C
→ -4	9	0.5	-1	-3	15	4	i	3
- O=C(Nc1nc2c(F)cc(F)cc2s1)C1CC(=O)N(Cc2ccco2)C1 (configuration not stated)
→ 0	-10	0.9	0	-3	-9	-8	i	-4
- COc1cc2c(cc1OC)/C(=C/C(=O)c1ccc(F)cc1)NCC2
→ 2	-8	1.3	-1	-4	13	-14	i	3
- C[C@@H]1CN([C@@H](C)CO)C(=O)CCCn2nncc2CO[C@H]1CN(C)S(=O)(=O)c1ccc(-n2cccn2)cc1
→ -2	4	-1.1	-3	2	2	-7	i	0
- O=C(CSc1nccn1-c1ccccc1)c1ccc(Br)cc1
→ 1	-24	-0.2	-1	0	31	-9	i	-4
- CCn1cc(/C=C/C(=O)Nc2ccn(Cc3c(F)c(F)c(F)c(F)c3F)n2)cn1
→ 2	-14	2.1	0	-2	6	-10	i	3
- CC(C)(C)c1ccccc1NC(=O)c1ccco1
→ -1	3	-0.2	7	-3	6	-1	i	1
- Cc1ccc(C(C)C)c(OCC(=O)Nc2cccc(S(=O)(=O)NC3=NCCCCC3)c2)c1
→ 18	-10	-0.4	-1	-8	-15	-2	i	3
- CC(=O)Nc1ccc(NC(=O)CN(c2ccc(C(C)C)cc2)S(=O)(=O)c2ccccc2)cc1
→ 8	0	1.6	0	0	10	0	i	2
- CCCCOc1ccc(-c2cn3ccccc3n2)cc1[N+](=O)[O-]
→ 10	-7	-0.7	-3	-2	25	-1	i	11
- Cc1ccc(CNC(=O)c2c(-c3ccccc3)noc2C)cc1
→ -1	12	2.0	-1	-3	-1	0	i	-1
- C=CCN1C(=O)C2(OCCCO2)c2ccccc21
→ -3	-2	0.2	1	0	9	2	i	-1
- OCc1nn2c(c1Br)NC(c1ccccc1)CC2C(F)(F)F (configuration not stated)
→ -5	2	-1.3	-4	-1	29	2	i	2
- O=C(C[C@H]1C[C@H](C(=O)N2CCCCC2)[C@@]2(CCc3ccccc3)c3[nH]c4ccc(Cl)cc4c3CCN2C1=O)NCCCn1ccnc1
→ 11	16	-0.9	-3	-2	-2	0	i	-8
- CCC1(CC)C(=O)C2=C3C1[C@H](C(=O)OC)C=C(C(=O)OC)C[C@H]3n1c(=O)n(C)c(=O)n1[C@H]2C (some centres not stated)
→ -12	7	-0.1	8	-2	-1	-1	i	2

Order of values: FAS-TE inh	NRP1-CendR mod	MsrA inhibitor	Rin1 Abl inh	bovine MsrA act	SKN-1 inh	E coli Lon inh	Neddyl block	MT1-MMP act inh
- COc1ccc(NC(=O)c2cc3ccccn3n2)cc1
→ -2	0	-0.3	-2	-8	14	-7	i	3
- COc1ccc([C@H]2C[C@@H](O)[C@H](n3cc(C4CC4)nn3)CN2CC2CCCCC2)cc1
→ 4	-24	1.1	-1	-7	-7	-2	i	1
- O=C(Nc1ccc(S(=O)(=O)Nc2nccs2)cc1)c1cc(-c2ccncc2)nc2ccccc12
→ -2	-52	1.7	-2	-2	-1	-22	i	-12
- CCCCn1c(SCC(=O)N2CCCc3ccccc32)nc2c1c(=O)n(C)c(=O)n2C
→ 2	-6	0.7	1	-9	-7	-5	i	7
- COc1ccc(Br)c(C(=O)Nn2c(C)nc3ccccc3c2=O)c1
→ -8	7	0.7	2	-3	5	5	i	7
- NC(=O)C1CCN(C(=O)c2ccc(Oc3ccccc3)cc2)CC1
→ -3	-12	0.2	3	-2	14	1	i	5
- Cc1occc1C(=O)N/N=C/C=C\c1ccccc1[N+](=O)[O-]
→ 1	3	1.6	0	-4	1	-1	i	3
- O=C1CC(NNC(=O)c2cccc(F)c2)C(=O)N1 (configuration not stated)
→ -2	-5	-0.6	3	0	0	5	i	3
- Cc1ccc(S(=O)(=O)NCc2ccc(C(=O)N3CCCC3)cc2)cc1
→ -9	-1	0.9	2	-4	3	7	i	1
- CNC(=O)c1cc2cc(Cc3ccccc3Cl)ccc2oc1=O
→ -1	-17	0.2	-3	-5	-5	-3	i	0
- N#CC1=C(N)NC(SCC(=O)c2ccc(Cl)cc2)=C(C#N)C12CCCC2
→ 10	-18	0.1	5	-8	-2	-11	i	-12
- C=CCC1NS(=O)(=O)OC(CCCC)C1O (configuration not stated)
→ -8	-4	0.8	2	-2	-1	1	i	6
- O=C(O)C1CC(Br)C(Br)CC1C(=O)O (configuration not stated)
→ -9	-12	-0.4	4	0	12	-2	i	0
- O=C(OCCN1CCCC1)C1(c2ccccc2)CCCC1
→ -2	0	-0.1	1	9.6*	1	-1	i	-2
- CCOc1ccc(S(=O)(=O)NCc2ccco2)c2ccccc12
→ 8	-8	-0.6	-2	-7	-7	6	i	12
- COC(=O)Nc1ccc(OCc2ccccc2)cc1
→ -1	-11	0.0	1	-3	10	-4	i	9
- CCOc1ccc(-n2c(Cc3cc(=O)[nH]c(=O)[nH]3)nnc2SCC(=O)NC2CCCC2)cc1
→ -6	0	0.0	0	-2	8	0	i	-4
- NS(=O)(=O)c1ccc(N2N=C(c3ccccc3)CC2c2cccc(F)c2)cc1 (configuration not stated)
→ 24	6	1.0	0	-5	13	0	nt	-11
- CC(=O)Nc1ccc(N(CC(=O)NC2CCCC2)C(=O)CCC(=O)Nc2cc(C)on2)cc1
→ -4	0	-1.4	1	-1	10	5	i	-3
- C=CCN1C=C2C(=O)C(C)(OC(=O)CC)C(=O)C=C2C=C1CCCC (configuration not stated)
→ -2	6	3.6	1	-7	14	13	i	-2
- CCC(=O)c1c[nH]c(C(=O)NCCc2ccccn2)c1
→ 1	-1	0.4	2	-3	-14	1	i	15
- COc1cc(CCC(=O)OCC(=O)Nc2ccc(C)cc2Br)cc(OC)c1OC
→ 4	-7	-1.3	2	0	29	-6	i	2
- CC1CCN(C(=O)CCNS(=O)(=O)c2ccccc2)CC1
→ -8	2	-1.1	-2	-11	-13	3	i	-8
- Cc1ccc(N2CC(C(=O)N3CCC(C(=O)Nc4cccc(Br)c4)CC3)CC2=O)cc1 (configuration not stated)
→ -1	6	-1.0	0	-1	5	-3	i	6
- COc1cc(OC)cc(C(=O)N2CCN(c3ccc(N4CCOCC4)nn3)CC2)c1
→ -5	8	-1.6	-7	-2	8	-5	+	2
- O=C(NCCCn1ccnc1)/C(=C\c1ccco1)NC(=O)c1ccco1
→ -9	-3	0.3	5	-6	5	-1	i	2
- COc1ccc(NC(=O)CC2Oc3ccccc3NC2=O)c(OC)c1 (configuration not stated)
→ -3	-3	0.1	4	-2	-8	-15	i	-5
- CCOC(=O)Nc1ccc(C(=O)NCC2CCCO2)cc1 (configuration not stated)
→ -6	1	1.3	1	-4	19	-7	i	-6
- O=C1CCCC/C=C\C[C@H](CC(=O)N(CCO)Cc2ccccc2)C(=O)NC[C@H](c2ccccc2)O1
→ -7	2	1.1	0	-7	10	9	i	-5
- CC(C)Oc1ccccc1/C=N/NC(=O)c1ccc(F)cc1
→ -7	-2	1.9	-2	-11	-1	11	i	-5

Order of values: FAS-TE inh	NRP1-CendR mod	MsrA inhibitor	Rin1 Abl inh	bovine MsrA act	SKN-1 inh	E coli Lon inh	Neddyl block	MT1-MMP act inh
- COc1cccc(-c2cc3nc(-c4ccccc4)cc(N4CCC5(CC4)OCCO5)n3n2)c1
→ 42	-1	1.1	2	-1	8	-3	i	4
- Cc1cc(C(=O)CSc2nnc(N)s2)c(C)n1Cc1ccco1
→ -9	4	-1.0	-3	-9	-2	-1	i	3
- Cc1ccccc1N(CC(=O)NC1CCCCC1)C(=O)CCC(=O)Nc1nccs1
→ 3	1	2.3	2	-4	-12	10	i	-2
- O=C(c1ccccc1F)N1CCN(S(=O)(=O)c2ccc(S(=O)(=O)N3CCCCCC3)cc2)CC1
→ -10	-11	-0.5	-3	-6	-3	-5	i	3
- CS(=O)(=O)c1ccc(Cl)c(NC(=O)COC(=O)CCc2c[nH]c3ccccc23)c1
→ 6	9	-0.3	3	-13	13	-2	i	3
- Cc1onc(-c2ccccc2)c1-c1n[nH]c(=S)n1-c1ccccc1
→ -8	-20	0.0	-3	0	6	-4	i	1
- Cc1ccc(-c2noc(CN(C(=O)Cc3ccccc3)C(C)C)n2)cc1
→ 15	-16	-0.7	3	2	12	-3	i	-3
- COc1cc(/C=C(/NC(=O)c2ccccc2)C(=O)N2CCN(C)CC2)c([N+](=O)[O-])cc1OC
→ -8	-9	1.7	-1	-1	7	-3	i	0
- O=C(CCNS(=O)(=O)c1ccc(Br)cc1)N1CCCCCCC1
→ 1	-7	-0.8	3	-8	-2	2	i	-4
- O=C(CSc1nc2c(c(=O)n1-c1ccc(Cl)cc1)SCC2)Nc1ccc2c(c1)OCCO2
→ 21	-12	2.2	-3	-1	7	-3	i	-3
- Cc1ccccc1-n1c(-c2ccncc2)n[nH]c1=S
→ -6	-4	1.0	2	1	13	3	i	-3
- COc1ccc(NS(=O)(=O)c2ccc(N3CCOCC3)c(NC(=O)c3ccco3)c2)cc1
→ 8	3	2.4	-1	-3	-3	-9	i	0

Structures listed so far that contain a COOH group (2):
Order of values: FAS-TE inh	NRP1-CendR mod	MsrA inhibitor	Rin1 Abl inh	bovine MsrA act	SKN-1 inh	E coli Lon inh	Neddyl block	MT1-MMP act inh
- COc1ccc(C(=O)N/C(=C\c2ccccc2)C(=O)NC(CCSC)C(=O)O)cc1 (configuration not stated)
→ -7	2	-0.7	2	-5	-14	-8	i	3
- O=C(O)C1CC(Br)C(Br)CC1C(=O)O (configuration not stated)
→ -9	-12	-0.4	4	0	12	-2	i	0
